D1 ag = Allosteric Agonists of the Human D1 Dopamine Receptor: qHTS; D(1A) dopamine receptor (Homo sapiens), P21728; HEK293 T-REx D1 cells, calcium flux, agonist mode; AID 504660, 2011; actives 1% (n = 360,000); activation, % at 2 µM; in the data active = activation above about 30%; also: 0% is about no effect
Target sequence (P21728 whole entry, looked up): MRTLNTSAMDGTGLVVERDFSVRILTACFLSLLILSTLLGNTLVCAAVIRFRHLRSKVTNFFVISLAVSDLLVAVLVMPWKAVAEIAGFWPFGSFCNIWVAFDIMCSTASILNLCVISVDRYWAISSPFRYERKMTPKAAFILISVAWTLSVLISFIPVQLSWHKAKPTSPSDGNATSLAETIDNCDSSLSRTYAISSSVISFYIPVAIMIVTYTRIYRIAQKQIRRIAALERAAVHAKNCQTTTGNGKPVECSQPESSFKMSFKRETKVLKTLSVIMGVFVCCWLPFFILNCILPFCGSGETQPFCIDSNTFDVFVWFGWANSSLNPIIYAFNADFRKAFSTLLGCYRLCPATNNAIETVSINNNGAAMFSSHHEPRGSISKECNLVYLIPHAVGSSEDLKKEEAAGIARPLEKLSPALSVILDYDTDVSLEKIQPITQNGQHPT
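Agonism was scored from calcium flux recorded over 180 s (1 read/s) after pintool compound addition, following a 10-cycle baseline. Cells were inducible force-coupled HEK293 TREx D1, plated overnight at 30 C and loaded with no-wash calcium dye.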
D1 antagonist = Antagonist of Human D 1 Dopamine Receptor: qHTS | D(1A) dopamine receptor (Homo sapiens), P21728 | HEK293 TREx D1 cells, calcium flux, dopamine EC80; stronger effect = lower value | activity change, negative = inhibition, % at 10 µM | actives 3.2% (n = 360,000); in the data active = activity change below about -30%; also: % is scaled to controls: 0 for no effect and ±100 for the full control effect
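Antagonism measured as reduced calcium response to an EC80 dopamine addition following 180 s compound pre-read; cells were inducible HEK293 Trex D1 plated overnight at 30 C, read kinetically at 1 cycle/sec.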
Vif-APOBEC3G blk = qHTS for Inhibitors of Vif-A3G Interactions: qHTS; AID 602310, 2012; actives 0.076% (n = 410,000); DNA dC->dU-editing enzyme APOBEC-3G (Homo sapiens), Q9HC16; Potency, µM (doses to about 46.1 µM), for inactives: top-dose activity, negative = active, most hits filed as inhibitors; HeLa A3G-eYFP + Vif (tagged APOBEC3G with the HIV-1 protein that degrades it), YFP fluorescence, overnight;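 also: potency is read from the fitted curve at half-maximal effect; % is scaled to controls: 0 for no effect and ±100 for the full control effect; nearly all actives have a fitted effect of over 60% in size; hits raise eYFP signal because A3G escapes Vif-driven loss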
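Read-out is eYFP fluorescence (Ex 488/Em 500-530) from Vif-expressing HeLa A3G-eYFP cells; more signal means A3G escaped Vif-mediated degradation. Cells plated overnight, compound pinned in, incubated overnight at 37 deg C.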
LDHA inh = qHTS assay for inhibitors of human lactate dehydrogenase | purified LDHA, NADH/diaphorase-resazurin fluorescence; stronger effect = lower value | activity change, % (values are at about 110 or 230 µM) | actives 0.15% (n = 480,000) | AID 1347041, 2019; in the data active = activity change below about -30%; inconclusive = mostly about -25% to -30%;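 also: plate controls were DMSO wells for no effect and wells without enzyme for full effect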
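Human LDH5 at 2 nM final in Tris HCl pH 7.4 with 0.06 mM NADH and 0.2 mM pyruvate, reacted 5 minutes at room temperature. Remaining NADH coupled via diaphorase/resazurin; resorufin fluorescence read at 0 and 20 minutes, normalized to enzyme-free and DMSO wells.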
RXFP1 ag = qHTS Assay for Agonists of the Relaxin Receptor RXFP1 | Relaxin receptor 1 (Homo sapiens), Q9HBX9 | HEK293T-RXFP1 cAMP TR-FRET, 30 min; response scale: percent of porcine relaxin response, buffer zero | Potency, µM (doses to about 57.5 µM), for the others: at the top dose activation, hits mostly activators | actives 0.3% (n = 370,000) | AID 2676, 2010; also: potency is read from the fitted curve at half-maximal effect; % is scaled to controls: 0 for no effect and ±100 for the full control effect; nearly all actives have a fitted effect of over 60% in size; many of its hits are not listed in these tables
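cAMP rise read by TR-FRET after 30 min, 37C compound exposure (up to 58 uM) in RXFP1-transfected HEK293 cells with Ro 20174 present. EC50 from Hill-equation fits, with 29 nM porcine relaxin as 100% and buffer as basal.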
D2 potentiator = HTS Assay for Positive Allosteric Modulators of the Human D2 Dopamine Receptor: Primary Screen for Potentiators; D(2) dopamine receptor (Homo sapiens), P14416; HEK293 T-REx D2, calcium flux, EC20 dopamine potentiation; potentiation, % at 10 µM; actives 0.34% (n = 340,000); AID 485347, 2010;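 active = potentiation over 3 SD above the plate norm, cut at about 30% in these data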; also: 0% is about no effect
Target sequence (P14416 whole entry, looked up): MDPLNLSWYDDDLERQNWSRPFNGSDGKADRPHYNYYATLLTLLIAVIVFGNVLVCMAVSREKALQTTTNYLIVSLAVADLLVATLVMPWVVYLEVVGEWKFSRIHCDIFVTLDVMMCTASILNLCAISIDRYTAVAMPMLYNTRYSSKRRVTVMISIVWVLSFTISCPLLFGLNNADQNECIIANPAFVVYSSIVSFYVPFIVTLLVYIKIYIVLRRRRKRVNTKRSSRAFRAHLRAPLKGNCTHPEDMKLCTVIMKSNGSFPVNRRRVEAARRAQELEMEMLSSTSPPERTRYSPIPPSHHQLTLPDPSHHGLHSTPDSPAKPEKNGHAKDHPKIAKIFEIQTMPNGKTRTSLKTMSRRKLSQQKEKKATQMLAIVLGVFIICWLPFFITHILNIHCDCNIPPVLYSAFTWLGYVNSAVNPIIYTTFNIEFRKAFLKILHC
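Cells plated with tetracycline inducer and held overnight at 30 C; calcium dye loaded 30–90 min at room temperature; baseline taken, compound added and read 180 s; EC20 dopamine then added and read 180 s.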
GRP78 ERSR act = qHTS for Inducers of the Endoplasmic Reticulum Stress Response (ERSR) in Human Glioma: qHTS; U87-MG GRP78 promoter luciferase reporter, 16 h; Potency, µM, for the others: at the highest dose activation, hits mostly activators; actives 0.02% (n = 420,000); AID 602332, 2012; also: potency is read from the fitted curve at half-maximal effect; series mostly up to about 76 µM; % of control where 0% means no effect; nearly all actives have a fitted effect of over 35% in size
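ERSR induction read as luciferase luminescence (Bright-Glo, 10 min at room temperature) in stably transfected human U87-MG glioma cells exposed to compounds for 16 h, using GRP78 as sensor.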
Vif-APOBEC3F blk = qHTS for Inhibitors of Vif-A3F Interactions: qHTS. actives 0.2% (n = 390,000). AID 602313, 2012. HeLa A3F-eYFP + Vif (tagged APOBEC3F with the HIV-1 protein that degrades it), YFP fluorescence increase. Potency, µM (highest dose often 46.1 µM), inactives show at the top dose activity, negative = active; also: potency is read from the fitted curve at half-maximal effect; % of control where 0% means no effect; nearly all actives have a fitted effect of over 65% in size
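HeLa cells stably expressing A3F-eYFP plus Vif, plated and incubated overnight at 37 deg C, then exposed to compounds overnight at 37 deg C. Blocked degradation read as raised yellow fluorescence (Ex 488/Em 500-530).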
D1 potentiator = Potentiators of Human D1 Dopamine Receptor: qHTS. D(1A) dopamine receptor (Homo sapiens), P21728. HEK293 TREx D1 cells, calcium flux, dopamine EC20 potentiation. potentiation, % at 10 µM. actives 0.036% (n = 360,000); in the data active = potentiation above about 30%; also: 0% is about no effect
An asterisk follows results filed as active; ? = inconclusive; . = not tested or not shown; & = joins results of further samples. Unless noted, calls follow the shape of the dose curve; as a rule, active = well fitted curve in the direction sought with a large enough effect; inconclusive = small, poorly fitted or top-dose-only effect, or another doubt; inactive = no such curve, though single readings can be large; an effect the other way counts as inactive or inconclusive. The list is partial; the hit share may differ from the screen's.

Values in the order: Vif-APOBEC3F blk	LDHA inh	GRP78 ERSR act	D2 potentiator	D1 antagonist	D1 potentiator	D1 ag	RXFP1 ag	Vif-APOBEC3G blk
1) Cc1onc(-c2ccccc2Cl)c1C(=O)NC(=S)Nc1ccc(C(C)C)cc1
    9%	-1	-2%	-2	1	1	2	1.4%	0%
2) Cc1cc(/C=N/Nc2nc(N)ncc2[N+](=O)[O-])c(C)n1-c1ccccc1F
    .	.	.	18	-16	-6	-1	6.5%	.
3) CN1CCN(C2=C(Cl)C(=O)N(c3cccc(Cl)c3)C2=O)CC1
    1%	-7	0%	7	27	-3	4	0.4%	-2%
4) Cc1ccc(CNC(=O)c2cc3c(s2)-c2c(C)cccc2OC3)cc1
    -14%	0	-4%	-20	-14	-8	4	3.6%	-15%
5) COC(=O)c1cccc(NC(=S)NCc2ccc(F)cc2)c1
    -18%	-4	-1%	-13	-14	-2	20	0.5%	-3%
6) Cc1cc(C)n2nc(SCC(=O)N3CCCCC3C)nc2n1 (centres undefined)
    -7%	-2	-5%	.	.	.	.	.	-6%
7) O=C(c1cnn(C(=O)c2ccco2)c1)c1cc(F)ccc1O
    1%	-3	5%	.	.	.	.	.	-8%
8) O=C(N/N=C/c1ccccc1Cl)c1nc2ccc([N+](=O)[O-])cc2c(=O)[nH]1
    ?	5	-1%	-5	-18	-3	0	1.9%	0%
9) CCn1nc(C(=O)N[C@@H](CCSC)c2nc3ccccc3[nH]2)c2ccccc2c1=O
    -5%	-5	1%	10	0	7	2	3.5%	-6%
10) CCNC(=O)Cc1c(OC)ccc2cc(Br)ccc12
    -1%	0	-3%	5	-7	3	0	?	3%
11) CC1C/C(=N/N=C2/NC(=O)CS2)CC(C)(C)C1 (centres undefined)
    -11%	1	-2%	-10	-10	-2	0	0.1%	2%
12) Cc1cc(NC(=O)CSc2nc(C(C)C)nc3ccccc23)no1
    -6%	-6	-5%	.	2	-3	4	15%	?
13) O=C(NNC(=O)c1ccccc1F)c1ccc(-c2ccc(Cl)cc2)o1
    -9%	-6	7%	11	7	-7	-1	0.0%	1%
14) CN(Cc1ccc2c(c1)OCCO2)C(=O)CSc1ncnc2sccc12
    -5%	-6	1%	.	.	.	.	.	0%
15) O=c1c2ccccc2ncn1-c1ccc(Cl)c(Cl)c1
    -8%	0	-3%	1	-3	-9	0	1.8%	1%
16) Cc1c(NS(=O)(=O)c2cc(C(=O)NCc3ccco3)cc(Cl)c2Cl)c(=O)n(-c2ccccc2)n1C
    -6%	4	1%	-3	1	-4	2	2.4%	-3%
17) Cc1cc(N/N=C/c2ccc(O)cc2O)nc(-n2nc(C)cc2C)n1
    -9%	-1	-4%	10	-17	0	1	-2.1%	?
18) COc1ccc(S(=O)(=O)N2CCN(C(=O)CN3C(=O)NC4(CCCC4)C3=O)CC2)cc1
    1%	-3	-2%	6	-12	-10	0	-2.5%	5%
19) COc1ccc(-c2c(NC(=O)CC(C)C)n(C)c3ccccc3c2=O)cc1OC
    -6%	-1	-2%	-11	19	-5	4	7.4%	2%
20) Cc1cccc(/C=N/Nc2ccc3ccccc3n2)c1
    -13%	1	-12%	9	11	2	3	0.1%	0%
21) O=C(Nc1ccccc1Cl)c1cc(S(=O)(=O)N2CCCCC2)ccc1N1CCOCC1
    2%	1	-1%	-5	30	5	1	3.7%	-1%
22) Cc1ccc2c(CSc3nc4nc(C)cc(C)n4n3)cc(=O)oc2c1
    -6%	5&-2	4%	7	-2	0	4	10%	-5%
23) COc1ccccc1NS(=O)(=O)c1cc([N+](=O)[O-])ccc1N/N=C/c1sc(N2CCOCC2)nc1-c1ccccc1
    ?	-10	-3%	-3	-9	0	33*	0.0%	?
24) CCCc1cc(-c2n[nH]c(=S)n2-c2cccc(C)c2)cs1
    ?	-2	2%	8	6	-7	4	0.6%	0%
25) CC(=O)N1CCc2cc(S(=O)(=O)NC3CCCc4ccccc43)ccc21 (centres undefined)
    2%	0	-4%	-7	-18	-4	16	-0.6%	-1%
26) CCc1ccc(CN(Cc2ccco2)C(=O)COc2ccc(Cl)cc2C)cc1
    1%	-1	-2%	-3	6	0	25	0.1%	0%
27) Cc1cccc(NC(=S)N(CCN(C)C)Cc2cc3cccc(C)c3[nH]c2=O)c1
    3%	-3	-3%	-7	-1	-3	11	2.7%	0%
28) C=CSc1sc(Cl)c(N(CC)CC)c1[N+](=O)[O-]
    -5%	-8	-3%	2	12	-5	5	-0.2%	0%
29) Cc1ccc(NC(=O)C2C3CCCC2C3c2ccccc2)cc1C (centres undefined)
    7%	-8	-1%	-7	2	-6	1	2.7%	0%
30) CSc1nc2ncc3c(n2n1)CC(C)(C)CC3=O
    14%	-2	-1%	8	3	-6	2	-2.0%	-1%
31) CCOC(=O)C1CCN(S(=O)(=O)c2ccc(OC)c(C(=O)N3CCCCCC3)c2)CC1
    -6%	-4	-4%	-2	0	4	0	4.7%	-4%
32) CC(C)NC(=O)c1nc2ccccc2s1
    -11%	3	6%	-2	-21	-4	3	-0.1%	0%
33) CCOC(=O)CSc1nc2cc(C)ccc2cc1C#N
    -15%	-2	3%	5	-27	0	5	9.1%	-23%
34) Cc1ccc(OCCOC(=O)c2cccc(S(=O)(=O)N3CC(C)OC(C)C3)c2)cc1 (centres undefined)
    -8%	2	-3%	17	-10	2	6	1.2%	2%
35) CN(C)CCNC(=O)c1ccc2c(=O)n(Cc3ccc(Cl)cc3)c(=S)[nH]c2c1
    -20%	-2	-5%	10	-3	-1	6	5.6%	-9%
36) COc1ccc(C(C)=O)cc1COC(=O)CNC(=O)c1ccc(F)cc1
    -10%	-2	-5%	8	4	0	0	1.6%	1%
37) C[C@]12c3[nH]c4ccc(Cl)cc4c3CCN1C(=O)[C@@H](CC(=O)NCCC1=CCCCC1)C[C@@H]2C(=O)N1CCCCC1
    -3%	-7	-1%	.	.	.	.	.	-6%
38) CCCCn1cnc2c(oc3nc4c(cc32)CCCC4)c1=O
    0%	3	-10%	-4	9	1	1	2.9%	-14%
39) Cc1cccc(-n2ncc3c2CCCC3NC(=O)CCc2cccnc2)c1C (centres undefined)
    -10%	-2	-4%	-10	-6	-7	4	0.2%	3%
40) COc1ccc(NC(=O)CN(C)C(=O)c2c(-c3ccccc3Cl)noc2C)cc1
    1%	-7	-6%	11	-11	-1	4	-0.3%	1%
41) COc1cccc(N2CCN(S(=O)(=O)c3cc4c(cc3C)N(C)CCO4)CC2)c1
    -8%	1	-5%	10	-8	0	3	0.0%	-17%
42) CC1CCCN(CCCNC(=O)CCn2nc(-c3ccccc3)ccc2=O)C1 (centres undefined)
    1%	-1	-2%	.	-12	-2	0	-0.1%	1%
43) Cc1cc(C(=O)N2CCN(C(c3ccccc3)c3ccccc3)CC2)no1
    -15%	0	-3%	15	-12	3	5	1.6%	0%
44) Cc1cc(C)c(NC(=O)COC(=O)C2=COCCO2)c(C)c1
    0%	-3	-5%	.	.	.	.	.	2%
45) Cc1ccc(N2CCn3c2nc2c3c(=O)n(CCCc3ccccc3)c(=O)n2C)cc1
    8%	-9	-1%	-2	-1	0	0	0.1%	5%
46) COc1ccc(-c2nnc(SCc3ccccc3F)o2)cc1OC
    3%	-5	4%	2	-15	-4	9	3.2%	0%
47) CSC[C@H]1CN(Cc2cccnc2)C(=O)[C@@H]1CC(=O)Nc1ccc(Br)cc1
    -15%	6	-3%	.	.	.	.	.	1%
48) OCCCNC(=S)Nc1ccc2nccnc2c1
    -21%	12	-2%	-6	-8	-6	0	4.6%	-1%
49) COc1ccc(CC(=O)Nc2ccc(OC)nc2)cc1
    0%	0	-2%	2	11	-3	2	0.5%	-2%
50) CCN(C(=O)CSc1nc2ccccc2n1CC)C1CCS(=O)(=O)C1 (centres undefined)
    -12%	-1	1%	9	-13	-1	11	1.2%	1%

Further results.
Values in the order: Vif-APOBEC3F blk	LDHA inh	GRP78 ERSR act	D2 potentiator	D1 antagonist	D1 potentiator	D1 ag	RXFP1 ag	Vif-APOBEC3G blk
51) CCCN(CC(=O)Nc1ccccc1C)C(=O)c1cn2ccccc2n1
    -10%	-2	4%	8	3	-3	1	1.4%	0%
52) Cc1ccc(C(=O)NC2CC3CCCC(C2)N3C(=O)NC2CCCCC2)cc1 (centres undefined)
    .	.	.	-8	5	3	2	-0.4%	.
53) CC1(c2nnc(-c3cccc(Cl)c3)o2)CC(c2cccc(F)c2)=NO1 (centres undefined)
    -1%	-1	4%	.	.	.	.	.	7%
54) O=C(NC(Cc1ccccc1)C(=O)N1CCN(c2ccccn2)CC1)c1ccco1 (centres undefined)
    -3%	0	0%	-3	-21	0	2	1.2%	2%

Screening data (PubChem BioAssay)
